# Compound activity deposited in PubChem by National Center for Advancing Translational Sciences (NCATS).
# GAA inhib = alpha-glucosidase (human) inhibition; P10253; purified human GAA, 4-MU-alpha-glucoside fluorescence; Potency, µM (doses to about 76.9 µM), for the others: at the highest dose activity change, negative = inhibition, actives largely listed as inhibitors; hit rate 0.005% among 200,000;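 also: potency is read from the fitted curve at half-maximal effect; plate controls were uninhibited enzyme wells for no effect and no-enzyme background for full effect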
#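 Compounds are titrated up to 77 uM against 4 nM human enzyme. Substrate 4-methylumbelliferyl-alpha-D-pyranoside (400 uM) reacts 20 min at room temperature in pH 5.0 buffer; liberated 4-methylumbelliferone is read at 440 nm.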
# LMNA splice mod = LMNA splicing modulation; HeLa LMNA splicing GFP/RFP minigene ratio, 48 h; Potency, µM (highest dose often 46.1 µM), inactives show at the highest dose ratio change, negative = inhibition, actives largely listed as inhibitors; AID 1487; hit rate 0.01% among 200,000; active = well fitted inhibition curve with a large enough effect in the signal ratio, with a control signal flat, not every such curve was filed as active; inconclusive = small, poorly fitted or top-dose-only effect, or effect the other way, or a change in a side signal; the % refers to the signal ratio; also: potency is read from the fitted curve at half-maximal effect; % is scaled to controls: 0 for no effect and ±100 for the full control effect
#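 S3 HeLa stable clones carrying a lamin A-EGFP splicing minigene plus DsRed2 were seeded at 600 cells/well in Opti-MEM with 2% FBS, pin-dosed and incubated 48 h at 37°C. Acumen cytometry (488 nm) gave the GFP/RFP total-intensity ratio.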
# aGlu spleen mod = inhibitors or activators of human alpha-glucosidase in spleen homogenate; P10253; human spleen homogenate, 4-MU-alpha-glucoside fluorescence; Potency, µM (highest dose often 79.9 µM), without a hit: at the highest dose activity change, negative = inhibition, usual class: inhibitors; hit rate 0.006% among 240,000; AID 2112;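 also: potency is read from the fitted curve at half-maximal effect; 0% = enzyme with vehicle and -100% = no enzyme basal signal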
#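 AC50 values come from Hill-equation fits of concentration-response data, normalized to no-enzyme and full-activity controls. Enzyme source: 1 ug human spleen homogenate; 1 mM fluorogenic 4-MU glucoside, pH 5.0 citrate buffer, 37 C, 40 min.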
# HTT aggregate = inhibitors of mutant huntingtin aggregate formation in PC12 cells; PC12 HttQ103-GFP aggregates, Acumen cytometry, 40 h; Potency, µM (series often up to 46.1 µM), for inactives: top-dose activity change, negative = inhibition, actives largely listed as inhibitors; hit rate 1.1% among 220,000; AID 1688; also: potency is read from the fitted curve at half-maximal effect; % is scaled to controls: 0 for no effect and ±100 for the full control effect; nearly all actives have a fitted effect of over 60% in size
#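 Aggregate formation scored by laser-scanning cytometer (488 excitation, 500–530 emission) in lysed PC12 cells expressing Q103-GFP after 100 nM tebufenozide induction; library tested in dose series, with ATPLite reagent added in the multiplex.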
# GAA glycogen mod = alters human alpha-glucosidase cleavage of glycogen. recombinant GAA, glycogen substrate, Amplex Red glucose oxidase fluorescence. Potency, µM (top dose mostly 76.4 µM), inactives show at the top dose activity change, negative = inhibition, usual class: inhibitors. hit rate 0.38% among 300,000;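 also: potency is read from the fitted curve at half-maximal effect; 0% = full enzyme reaction and -100% = no-enzyme basal signal; the screen sought inhibitors and activators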
#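 Natural-substrate format: glycogen cleavage by 4 nM human enzyme, glucose read by Amplex Red coupling (Ex 573, Em 610 nm). Normalized to enzyme and no-enzyme controls.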
# CBFb RUNX1 block = blocks binding between human CBF-beta and RUNX1; Q01196+Q13951; AlphaScreen CBFb-His/RUNX1-biotin binding, biochemical; Potency, µM (highest dose often 59.8 µM), without a hit: top-dose activity, negative = inhibition, hits mostly inhibitors; 230,000 tested, under 10 active; AID 1477; also: % of control where 0% means no effect
# Target sequence (Q01196 whole entry, looked up): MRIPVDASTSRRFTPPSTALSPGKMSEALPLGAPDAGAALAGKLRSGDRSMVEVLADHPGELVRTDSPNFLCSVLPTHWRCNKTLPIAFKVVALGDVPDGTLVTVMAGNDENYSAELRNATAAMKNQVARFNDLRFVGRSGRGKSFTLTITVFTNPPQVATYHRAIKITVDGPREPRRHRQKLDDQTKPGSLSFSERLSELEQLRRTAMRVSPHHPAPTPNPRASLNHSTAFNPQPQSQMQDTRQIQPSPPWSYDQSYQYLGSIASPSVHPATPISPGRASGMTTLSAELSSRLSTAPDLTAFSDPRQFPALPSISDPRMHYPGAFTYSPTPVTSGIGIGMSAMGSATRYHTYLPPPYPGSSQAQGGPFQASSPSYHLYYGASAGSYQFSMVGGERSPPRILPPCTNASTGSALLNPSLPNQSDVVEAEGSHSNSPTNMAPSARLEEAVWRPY
# Target sequence (Q13951 whole entry, looked up): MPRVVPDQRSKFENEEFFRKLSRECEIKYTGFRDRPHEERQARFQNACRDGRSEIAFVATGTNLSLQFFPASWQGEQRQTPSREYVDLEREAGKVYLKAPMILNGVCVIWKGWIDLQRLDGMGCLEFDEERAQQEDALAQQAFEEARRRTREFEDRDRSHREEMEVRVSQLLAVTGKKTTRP
#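 CBFb-His/RUNX1-biotin, 30 nM each, preincubated 20 min RT; compound 15 min RT; Ni + streptavidin beads 50 ng each, 90 min RT; AlphaScreen read.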
# HTT cytoprotect = Huntington cell model cytoprotection by ATP luminescence; AID 1471; PC12 HTT-Q103 induced, cytoprotection, ATP luminescence, 40 h; Potency, µM (titrated, usually from 56.4 µM), for the others: cytoprotection (ATP increase), usual class: activators; hit rate 0.14% among 230,000;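 also: potency is read from the fitted curve at half-maximal effect; % of control where 0% means no effect; nearly all actives have a fitted effect of over 45% in size; toxic huntingtin expression switched on by the ecdysone agonist tebufenozide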
#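 PC12 cells stably carrying ecdysone-inducible Htt exon 1 (Q103)–GFP were induced with 100 nM tebufenozide (final) alongside library compounds in a dose series. Cytoprotection was scored as retained ATP by ATPlite luminescence.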
# Numbers without * were called inactive; ? = inconclusive; nt = not tested or not shown; & = joins results of further samples; [ ] = dose if it differs, or a comment. Unless noted, calls follow the shape of the dose curve; as a rule, active = well fitted curve in the direction sought with a large enough effect; inconclusive = small, poorly fitted or top-dose-only effect, or another doubt; inactive = no such curve, though single readings can be large; an effect the other way counts as inactive or inconclusive.
# Each structure is followed by: GAA inhib | LMNA splice mod | aGlu spleen mod | HTT aggregate | GAA glycogen mod | CBFb RUNX1 block | HTT cytoprotect
> CCOc1cccc(N(C(=O)C2COc3ccccc3O2)C(C(=O)NC2CCCCC2)c2ccc(O)cc2)c1 (stereo not drawn)
    -2% | -2% | -12% | -16% | 15% | 2% | -24%[10 µM]
> CCOC(=O)C1CCCN(C(=O)Nc2c(-c3ccccc3)noc2C)C1 (stereo not drawn)
    nt | nt | -7% | -15%[9.22 µM] | 9% | -3% | -18%[10 µM]
> Nc1nonc1-c1nc2ccccc2n1CC(=O)N/N=C/c1ccc(-c2ccccc2C(=O)O)o1
    -8% | nt | -10% | 27% | -3% | ? | nt
> Cc1cc(Nc2ccc(C(=O)O)cc2)n2nc(C)nc2n1
    -7% | -10% | -6% | 5% | 0% | 8% | -10%
> O=C(Nc1ccccc1F)c1cc(S(=O)(=O)N2CCCCC2)cs1
    -7% | -25% | -9% | 9% | -5% | 0% | 15%[0.074 µM]
> O=C1C2C3C=CC(C3)C2C(=O)N1c1n[nH]c(-c2cccnc2)n1 (stereo not drawn)
    -6% | 13% | -6% | ? | 9% | 12% | -12%
> COc1cccc(-n2cc3c(c2-c2ccccc2)c(=O)n(C)c(=O)n3C)c1
    -2% | -8% | -4% | 7% | -6% | -13% | -22%
> O=C(CSc1nnc(CNc2ccccc2)o1)c1ccc2c(c1)OCCO2
    -10% | -2% | 6% | -22% | 3% | -9% | -5%
> O=C1CSC(c2cccs2)N1c1ccccc1 (stereo not drawn)
    ? | 8% | -3% | 7% | 7% | -2% | -32%
> O=C(/C=C/c1ccco1)NCC(=O)N/N=C/c1ccccc1[N+](=O)[O-]
    -1% | nt | -2% | 11% | 5% | -5% | -8%
> Clc1ccc(-c2csc(N3CCSCC3)n2)cc1
    7% | ? | -17% | -10% | 3% | 15% | nt
> COc1cccc2c1OCC(CN1CCN(C3CCCCC3)C(CCO)C1)=C2 (stereo not drawn)
    -3% | -4%[46 µM] | 4% | -2%[9.22 µM] | -9% | 3% | 9%[10 µM]
> C[C@@H](C(=O)Nc1ccc2ccccc2c1)[C@H]1C[C@]1(C)[C@H](NC(=O)OCc1ccccc1)c1ccccc1
    -6%[15.4 µM] | ? | 4%&15% | -26% | -4% | -3%&7% | -3%
> CCC(NC(=O)c1ccccc1NC(=O)c1ccc(C)cc1)C(=O)O (stereo not drawn)
    -8% | -3% | 5% | -6% | 5% | 0% | -25%
> COc1cc(NC(=O)c2ccc(CNc3c(N4CCCC4)c(=O)c3=O)cc2)cc(OC)c1OC
    nt | nt | 2% | 0%[9.22 µM] | -3% | 4% | -6%[10 µM]
> COc1cc(-c2nc3ccc4ccccc4c3c3c2CCC3)ccc1O
    -18% | ? | -8% | 1% | -16% | -3% | -2%[10 µM]
> CCOC(=O)C1(Cc2ccccc2C(F)(F)F)CCN(C2CCN(C(C)=O)CC2)CC1
    ? | nt | -19% | -5% | -4% | 10% | -32%[inhibitor]
> CC(C)CCN1CC(C(=O)N2CCN(c3ccc(F)cc3)CC2)CC1=O (stereo not drawn)
    -3% | -4% | 3% | 12% | 8% | 2% | 6%
> CCCc1nnc2c(N(C)S(=O)(=O)c3ccccc3)nc3ccccc3n12
    -5% | -1% | -6% | -6% | 2% | -4% | nt
> CCCCCn1c(SCC(=O)CC(=O)OCC)nc2cc(C(=O)N3CCC(C(N)=O)CC3)ccc2c1=O
    3% | nt | 6% | -1% | 1% | -3% | -11%
> O=C(Nc1cccc(Cl)c1)OC1CCCCc2cccnc21 (stereo not drawn)
    nt | nt | 1% | -22%[9.22 µM] | -7% | 7% | -10%[10 µM]
> CCCN1CCC(=NNc2ccc(S(=O)(=O)N3CCOCC3)cc2[N+](=O)[O-])CC1
    0% | ? | -5% | 9% | ? | 3% | -45%[inhibitor][10 µM]
> COc1ccc(CCN2C(=O)C3C4CC(C5C(C(=O)O)=NOC45)C3C2=O)cc1OC (stereo not drawn)
    -1% | 16% | 13% | 4% | -25% | 4% | 5%
> CCCCC(=O)OCCNC(=O)c1cc2ccccc2oc1=O
    5% | 1% | -10% | -14% | 3% | 6% | -1%[10 µM]
> CCc1ccc(CN(C)CC(=O)Nc2ccc3c(c2)CCC3)cc1
    -5% | nt | nt | -20% | -17% | ? | -43%
> COc1ccc(-c2n(Cc3ccccc3)c3ccccc3[n+]2Cc2ccccc2)cc1
    -4% | nt | 6% | nt | -5% | 1% | nt
> O=C(CCSCc1ccccc1)Nc1ccc2c(c1)OCCO2
    ? | nt | 1% | -8%[9.22 µM] | 4% | -5% | -11%[10 µM]
> Cc1nccn1CC(=O)N/N=C/c1ccccc1O
    9% | nt | -4% | 11%[9.22 µM] | 10% | -14% | 16%[10 µM]
> CN(C)/C=C(/C(=O)c1ccc(Cl)cc1)S(=O)(=O)c1ccc(Cl)cc1
    2% | 9% | 2% | -6% | -26% | -1% | -5%
> Cc1ccccc1Oc1ncnc2oc(-c3ccccc3)cc12
    ? | 10% | 4% | -12% | -4% | 15% | -30%
> COc1ccc(CCN(Cc2ccccn2)C(=S)Nc2cccc(SC)c2)cc1OC
    -9% | nt | -2% | -10% | -12% | -6% | -26%
> Cn1cccc1C1C(C#N)=C(N)OC2=C1C(=O)CCC2 (stereo not drawn)
    nt | nt | -5% | 5%[9.22 µM] | 7% | -28% | -8%[10 µM]
> CC(C)CC(/C(O)=C(\C#N)c1nc2ccccc2[nH]1)N1C(=O)c2ccccc2C1=O (stereo not drawn)
    -6% | 3% | -7% | -6% | -4% | -7% | -11%
> Cc1ccc(C(=O)N2CCN(c3ccc(Cl)cc3)CC2)cc1
    -8% | ? | -3% | -4% | -15% | -19% | 4%
> COC(=O)c1ccc(/C=N/n2cnnc2)cc1
    -7% | -8% | 2% | -14% | 7% | 9% | -11%
> COc1ccc(-c2cc3nc(C4CCN(C(=O)OC(C)(C)C)CC4)c(C(=O)O)cn3n2)cc1
    -5% | 12% | 3% | ? | -10% | 12% | -10%
> CC(C)OCC(O)CS(=O)Cc1ccccc1 (stereo not drawn)
    2% | 8% | -7% | ? | -1% | 0% | 3%
> CC(C)(C)OC(=O)COc1cc(O)c2c(=O)cc(-c3ccccc3)oc2c1
    -3% | ? | 1% | 6% | 0% | -1% | -1%[10 µM]
> COc1ccccc1-n1c(CNC(=O)c2ccco2)nnc1SCC(=O)Nc1ccc(F)cc1
    -7% | 8% | 7% | 17% | 1% | 2% | -19%
> Cc1ccc(NC(=O)c2ccc([N+](=O)[O-])cc2)cc1S(=O)(=O)N(C)C
    0% | -12%[46 µM] | 3% | -1% | 2% | 0% | -55%[inhibitor]
> COc1ccc(/C=C/c2c([N+](=O)[O-])c(=O)n(C)c(=O)n2C)cc1OC
    0% | -1% | 3% | 9% | 0% | 2% | 15%
> O=C(C/C=N/OCc1c(Cl)cccc1Cl)c1ccc(Cl)cc1
    3% | 9% | -3% | 23% | -19% | -3% | -1%
> CN(C)CCNC(=O)C1CCCNC1=O (stereo not drawn)
    3% | 23% | -2% | 29% | 4% | 2% | 8%
> CCCCc1nnc(NC(=O)c2nc3nccc(C)n3n2)s1
    5% | -20%[46 µM] | -4% | 12% | 7% | -9% | -28%
> CC1CCCN(c2ccc(C(=O)NCc3ccc4c(c3)OCO4)cc2[N+](=O)[O-])C1 (stereo not drawn)
    -9% | ? | 4% | -12% | -12% | 0% | -6%[10 µM]

# Brought forward from above: 3 compounds, followed by the next part.
# Each structure is followed by: GAA inhib | LMNA splice mod | aGlu spleen mod | HTT aggregate | GAA glycogen mod | CBFb RUNX1 block | HTT cytoprotect
> CN(C)CCNC(=O)C1CCCNC1=O (stereo not drawn)
    3% | 23% | -2% | 29% | 4% | 2% | 8%
> CCCCc1nnc(NC(=O)c2nc3nccc(C)n3n2)s1
    5% | -20%[46 µM] | -4% | 12% | 7% | -9% | -28%
> CC1CCCN(c2ccc(C(=O)NCc3ccc4c(c3)OCO4)cc2[N+](=O)[O-])C1 (stereo not drawn)
    -9% | ? | 4% | -12% | -12% | 0% | -6%[10 µM]
> CC1CCc2c(sc3nc4n(c(=O)c23)CCS4)C1 (stereo not drawn)
    -2% | -5% | -1% | -2% | -8% | 1% | 10%
> COc1cc(/C=C/C(=O)OCC(=O)NC2CCS(=O)(=O)C2)ccc1O (stereo not drawn)
    ? | -7% | 5% | 31% | 4% | 7% | 16%[10 µM]
> COc1ccc(/C=N\Nc2ccc([N+](=O)[O-])cc2[N+](=O)[O-])c(C(=O)O)c1OC
    ? | nt | 1% | -7%[9.22 µM] | -11% | 4% | 7%[10 µM]
> COC(=O)CCn1nnc(-c2ccc(C)cc2)n1
    2% | -6% | -3% | -1% | 4% | 13% | 0%[10 µM]
> COc1ccc(C(=O)Nc2cc(C(=O)O)cc(C(=O)O)c2)cc1Cl
    ? | 1%[46 µM] | 2% | -4%[9.22 µM] | -5% | 4% | -3%[10 µM]
> COc1ccc(-c2[nH]nc3c2C(c2ccoc2)C(C#N)=C(N)O3)cc1 (stereo not drawn)
    2% | -10% | -3% | -6% | -19% | 0% | 11%[10 µM]
> C=CCn1cnc2c(nnn2-c2ccc(C)c(Cl)c2)c1=O
    5% | -2%[46 µM] | 5% | 7%[9.22 µM] | 6% | 17% | -76%
> COc1ccccc1-c1cc(C(F)(F)F)nc(NCc2cccs2)n1
    -5% | ? | 6% | 10% | 4% | ? | nt
> Cn1c2ccccc2c2c(C(=O)N3CCN(C(=O)c4ccco4)CC3)cn(C3CCCCC3)c(=O)c21
    ? | ? | 4% | 4%[9.22 µM] | 0% | -2% | -6%
> CC(C)(C)c1cc(Br)ccc1OCC(=O)Nc1ncn[nH]1
    0% | 15% | -7% | 15% | -8% | -13% | 15%[10 µM]
> CC(=O)Oc1cccc(N2C(=O)C3C(C2=O)C2C=CC3C23CC3)c1 (stereo not drawn)
    0% | 9% | 1% | 26% | -4% | 2% | 0%
> CCc1nnc(-n2nc(C)cc2-c2ccccc2)n1N
    3% | 17% | -10% | -10% | -12% | 3% | 24%[10 µM]
> O=C(COC(=O)c1ccc(NS(=O)(=O)c2cccs2)cc1O)NCc1ccccc1
    -6% | nt | 8% | 25% | -15% | -8% | nt
> COc1ccc(CNC(=O)Nc2ccccc2)cc1
    -8%[15.4 µM] | nt | 0% | -13%[9.22 µM] | 3% | 10% | -31%[10 µM]
